MC4R ag barr: MC4R agonists recruiting beta-arrestin, primary screen, cell-based, luminescence, agonist arm of biased-ligand search. U2OS MC4R beta-arrestin complementation; percent of melanotan II response, DMSO zero. activation, % at 8.9 µM. actives 0.98% (n = 360,000);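 active means activation above a per-plate cutoff, the mean activation of sample wells on that plate plus 3 SD, cut at about 8% in these data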
Target sequence (P32245 whole entry, looked up): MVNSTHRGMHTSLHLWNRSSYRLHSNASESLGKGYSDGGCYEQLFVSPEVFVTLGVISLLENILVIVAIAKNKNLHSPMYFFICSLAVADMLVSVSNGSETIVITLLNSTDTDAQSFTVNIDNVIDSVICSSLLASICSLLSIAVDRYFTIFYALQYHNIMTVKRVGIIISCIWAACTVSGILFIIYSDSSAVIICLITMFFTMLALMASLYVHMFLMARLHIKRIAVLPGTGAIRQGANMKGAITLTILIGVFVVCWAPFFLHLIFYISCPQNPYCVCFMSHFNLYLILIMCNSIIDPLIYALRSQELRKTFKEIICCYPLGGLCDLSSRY
H9c2 protect: cardioprotection against H2O2-induced cell death, primary screen, uHTS, H9c2 cells, ATPLite luminescence; H9c2 cardiomyocytes, H2O2 injury protection, 2 h; protection from H2O2 cell death, % at 20 µM; actives 0.63% (n = 360,000); AID 588492, 2011;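 active means compounds giving at least 50% protection of heart cells from peroxide-induced death in the single-dose screen, raw or plate-pattern-corrected value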;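 further: 0% = DMSO wells with peroxide and 100% = DMSO wells without peroxide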
CaV13 FRET inh: Primary screen for inhibitors of IQ motif and Ca2+-dependent inactivation inhibitor domain binding in CACNA1D, Förster resonance energy transfer in living cells, … | actives 0.098% (n = 340,000) | HEK cells, CFP/YFP FRET ICDI-IQ, plate reader, 10 min; percent FRET-ratio fall versus neutral wells | inhibition, % at 12.3 µM;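 active means mean replicate inhibition of at least 30% and at least 1% of replicates passing that level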;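 further: 0% = median of the neutral control wells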
PDI inh: inhibitors of human PDI, primary screen, biochemical, turbidity, single point, plate reader | Protein disulfide-isomerase (Homo sapiens), P07237 | PDI insulin aggregation turbidity, A650, 90 min | inhibition, % at 10 µM | actives 0.052% (n = 350,000) | AID 588391, 2011;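 active means mean inhibition across replicates of 30% or more, whatever share of single replicates reach that level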;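 further: absorbance from insulin aggregation driven by PDI reduction with DTT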
Granule exo inh: LAMP-1 surface exposure blockers, TALL-104 cells – cell-based, flow cytometry, MLPCN library, primary screen; TALL-104 LAMP-1 surface exposure; cells stimulated with thapsigargin and PMA; inhibition, % at 10 µM; actives 0.66% (n = 360,000); AID 651702, 2012;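 active means inhibition above about 55%, limit read from the data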
ABHD5 PLIN5 PPI: ABHD5-PLIN5 interaction inhibitors, primary screen, cell lysate, split luciferase complementation, luminescence; inhibition, % at 4 µM; Split G. princeps luciferase complementation, 4 h; Perilipin-5 (Homo sapiens) + 1-acylglycerol-3-phosphate O-acyltransferase ABHD5 (Homo …; actives 0.78% (n = 360,000);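 active means inhibition above the mean inhibition across every tested compound plus 3 SD, cut at about 22% in these data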;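 further: 0% = DMSO only wells and the 100% control is not disclosed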
ABCB6 inh 2: ABCB6 transporter inhibitors, primary screen, K562-ABCB6 cells, flow cytometry, MLPCN library; ATP-binding cassette sub-family B member 6 (Homo sapiens), Q9NP58; fluorescence ratio to DMSO, % at 10 µM; actives 0.19% (n = 360,000); K562-ABCB6 porphyrin accumulation, 1 h; active compounds read low;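 active means fluorescence ratio to DMSO below 75%, the collection mean minus 3 SD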;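 further: signal is porphyrin accumulated inside mitochondria; 100% equals median channel fluorescence of DMSO control wells; lower ratio means ABCB6 inhibition with less porphyrin fluorescence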
HTR2A ag: mouse Htr2a agonists via beta-arrestin recruitment, primary screen, cell-based, luminescence; 5-hydroxytryptamine receptor 2A (Mus musculus), P35363; CHO-K1 mHTR2A beta-arrestin complementation; percent of 30 µM serotonin response; activation, % at 7.6 µM; actives 0.66% (n = 360,000); AID 624169, 2012;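 active means activation above a run cutoff, the mean activation of all tested compounds plus 3 SD, cut at about 14% in these data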;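 further: 0% = plate median of compound wells and 100% = 30 µM serotonin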
Target sequence (P35363 whole entry, looked up): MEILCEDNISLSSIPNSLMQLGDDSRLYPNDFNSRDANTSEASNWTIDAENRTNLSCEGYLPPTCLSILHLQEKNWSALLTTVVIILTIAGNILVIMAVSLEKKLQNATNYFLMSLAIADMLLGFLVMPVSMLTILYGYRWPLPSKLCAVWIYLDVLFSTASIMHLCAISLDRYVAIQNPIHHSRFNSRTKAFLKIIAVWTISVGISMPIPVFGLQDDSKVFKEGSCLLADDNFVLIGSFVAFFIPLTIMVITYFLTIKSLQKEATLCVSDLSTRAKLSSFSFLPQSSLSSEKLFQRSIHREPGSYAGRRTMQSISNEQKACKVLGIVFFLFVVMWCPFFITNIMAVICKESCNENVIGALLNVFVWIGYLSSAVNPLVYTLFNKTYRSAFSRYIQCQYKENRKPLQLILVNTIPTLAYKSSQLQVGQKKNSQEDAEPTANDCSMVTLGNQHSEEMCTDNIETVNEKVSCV
MC4R antagonist: MC4R antagonists of cAMP signaling, primary screen, cell-based, TR-FRET, antagonist arm of biased-ligand search; Melanocortin receptor 4 (Homo sapiens), P32245; actives 0.48% (n = 360,000); MC4R-expressing cells, MTII-stimulated cAMP, LANCE TR-FRET; AID 540295, 2011; inhibition, % at 6.5 µM;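 active means inhibition above its plate's cutoff, the mean of tested wells on that plate plus 3 SD, cut at about 29% in these data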;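 further: 0% = Melanotan II alone and 100% = Melanotan II plus saturating MCL0020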
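System: U2OS cells stably expressing human melanocortin 4 receptor (MC4R). Reagent: Melanotan II challenge after compound preincubation. Doses: 6.5 µM. Times: 30-min compound, 1-h challenge, 1-h detection, room temperature. Measured by: TR-FRET with Eu-cAMP and labeled anti-cAMP, 671 nm. Replicates: singlicate.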
Glyco luc inh: increase of ERlucT glycosylation luciferase signal, primary screen, N-linked glycosylation inhibitor project, D54 ERlucT cells, luminescence, set 2; D54 ERlucT glycosylation luciferase reporter, 24 h; percent of 100 nM tunicamycin response; reporter increase, % at 12.5 µM; actives 0.23% (n = 360,000); AID 588692, 2011;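 active means mean luciferase reporter signal, scaled so untreated is 0 and the glycosylation-blocking control 100, at or above a set limit in every replicate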;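 further: luciferase carries N-glycosylation sites so blocking glycosylation raises the light; 0% = median of neutral control wells and 100% = median of 100 nM tunicamycin wells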
Active calls of the source: *; x = no result given.

Codes – A = MC4R ag barr; B = H9c2 protect; C = CaV13 FRET inh; D = PDI inh; E = Granule exo inh; F = ABHD5 PLIN5 PPI; G = ABCB6 inh 2; H = HTR2A ag; I = MC4R antagonist; J = Glyco luc inh
COc1ccc(S(=O)(=O)N2CCN(C3CCCC(C)C3)CC2)cc1 (configuration not stated)
  A = -1.0	B = -4	C = -7	D = 4	E = 3	F = 0	G = 96	H = -3	I = 0	J = -2
CCOC(=O)C1CCN(c2cc3c(cc2NC(=O)c2ccccc2)n(C)c(=O)n3C)CC1
  A = 0.0	B = 66*	C = -6	D = -9	E = 10	F = -11	G = 96	H = 1	I = 13	J = 0
COc1ccccc1-c1nc(-c2ccc(C(=O)O)cc2)no1
  A = -0.6	B = 20	C = -5	D = 0	E = 4	F = 7	G = 94	H = -4	I = 8	J = 1
CN(C)C(=O)Cn1c(SCC(=O)N2CCCc3ccccc32)nc2ccccc21
  A = 3.2	B = -1	C = -9	D = -3	E = -1	F = -7	G = 99	H = 1	I = 2	J = 0
CCOC(=O)CSc1nc(C)cc(C)c1C(N)=O
  A = -1.3	B = 12	C = -4	D = -1	E = -4	F = 1	G = 100	H = 0	I = 7	J = 0
COCc1[nH]nc2c1C(C1C=CCCC1)C(C#N)=C(N)O2 (configuration not stated)
  A = 1.2	B = -5	C = x	D = -1	E = -3	F = 0	G = 92	H = 1	I = 19	J = 0
COCCOC(=O)c1c(NC(=O)CSc2cccc[n+]2[O-])sc(C(N)=O)c1C
  A = 2.7	B = -3	C = 2	D = -12	E = -2	F = 17	G = 102	H = 3	I = -2	J = -1
CCc1ccc(N2C(=O)C3ON(c4ccccc4)C(c4ccco4)C3C2=O)cc1 (configuration not stated)
  A = -2.0	B = 1	C = x	D = -4	E = 2	F = -4	G = 99	H = 1	I = -10	J = 0
O=C(O)c1cccc(Nc2c3ccccc3nc3ccccc23)c1
  A = -0.5	B = -2	C = -2	D = 10	E = -1	F = -1	G = 99	H = 3	I = -12	J = 1
CC(C)N(CC#CC(O)(c1ccccc1)c1ccccc1)CCO
  A = -2.4	B = -1	C = -6	D = -2	E = 4	F = 3	G = 100	H = -1	I = 10	J = -1
CONC(=O)c1cc(OCC(F)(F)F)ccc1OCC(F)(F)F
  A = 0.4	B = -4	C = -6	D = -10	E = 0	F = 5	G = 97	H = 0	I = 6	J = 3
CC(=O)c1ccc(NC(=O)COC(=O)CC2CC3CCC2C3)cc1 (configuration not stated)
  A = -1.6	B = -3	C = -2	D = 3	E = 3	F = -15	G = 101	H = -9	I = 15	J = 3
CS(=O)(=O)Nc1cccc(NC(=O)C2Cc3c(-c4ccccc4)ccnc3O2)c1 (configuration not stated)
  A = -0.7	B = -9	C = -12	D = -7	E = -1	F = 3	G = 96	H = -1	I = -5	J = 19
C=CCn1cc(C(=O)OC)c(=O)c2cc(S(=O)(=O)N3CCC(C)CC3)ccc21
  A = 1.1	B = -11	C = -9	D = 2	E = 2	F = 9	G = 101	H = -3	I = 3	J = -1
CSCCC(NS(=O)(=O)c1ccc(Cl)cc1)C(=O)OCC(=O)c1c(C)[nH]c2ccccc12 (configuration not stated)
  A = 12*	B = -2	C = -15	D = -8	E = 4	F = 14	G = 95	H = 5	I = -11	J = -2
CCOC(=O)CC(=O)CSc1nc2sc(C)cc2c(=O)n1Cc1ccco1
  A = 1.0	B = -18	C = x	D = -3	E = 6	F = 0	G = 99	H = 5	I = 2	J = 3
CCc1[nH]nc(C(=O)N2CCCC(N3CCN(c4ccccc4C)CC3)C2)c1C (configuration not stated)
  A = -1.5	B = -3	C = -2	D = 5	E = -9	F = 5	G = 106	H = -5	I = 4	J = -1
Cc1ccc(S(=O)(=O)N2CCN(C(=O)CSC(=S)N3CCCC3)CC2)c(C)c1
  A = -0.3	B = -5	C = -3	D = -2	E = -6	F = -2	G = 99	H = -6	I = 2	J = 1
CC(=O)c1ccc(NC(=O)/C=C/c2ccc(C)cc2)cc1
  A = -0.5	B = 0	C = -5	D = 8	E = -2	F = -6	G = 98	H = -5	I = 1	J = 3
COC(=O)c1cc(OC)c(OC)c(OC)c1[N+](=O)[O-]
  A = 0.6	B = 3	C = -4	D = 12	E = -13	F = 0	G = 97	H = -3	I = -10	J = -1
Cc1sccc1/C=N/NC(=O)c1cccc2ccccc12
  A = -2.0	B = 6	C = -5	D = -4	E = -2	F = 2	G = 102	H = 2	I = 1	J = 2
Cc1c(C)n(C)c2ccc(C(=O)NCCCN3CCCCC3)cc12
  A = -2.3	B = 2	C = -14	D = 0	E = 4	F = 5	G = 101	H = -8	I = -3	J = -4
COc1ccc(CNCCS(=O)(=O)NC2CCCCC2)cc1
  A = -1.0	B = -8	C = -9	D = -6	E = -2	F = 2	G = 96	H = -4	I = 0	J = 3
O=C(CNC(=O)C1COc2ccccc2O1)N/N=C/c1ccc(O)cc1O (configuration not stated)
  A = -2.5	B = 63*	C = -5	D = 5	E = 0	F = -7	G = 99	H = -2	I = 10	J = -1
O=C(CSc1ccc(-c2ccccn2)nn1)Nc1ccc(F)c(F)c1
  A = -2.6	B = 34	C = -11	D = -2	E = 4	F = -10	G = 88	H = -6	I = 5	J = -7

Arranged by the number under Glyco luc inh (ascending): some entries from above.
Compound | Glyco luc inh
CCc1[nH]nc(C(=O)N2CCCC(N3CCN(c4ccccc4C)CC3)C2)c1C (configuration not stated) | -1
CN(C)C(=O)Cn1c(SCC(=O)N2CCCc3ccccc32)nc2ccccc21 | 0
O=C(O)c1cccc(Nc2c3ccccc3nc3ccccc23)c1 | 1
CCOC(=O)CC(=O)CSc1nc2sc(C)cc2c(=O)n1Cc1ccco1 | 3

MC4R ag barr, entries above that show a hit.
Structure | MC4R ag barr | CaV13 FRET inh | PDI inh | Granule exo inh | ABHD5 PLIN5 PPI | ABCB6 inh 2 | HTR2A ag | MC4R antagonist | Glyco luc inh
CSCCC(NS(=O)(=O)c1ccc(Cl)cc1)C(=O)OCC(=O)c1c(C)[nH]c2ccccc12 (configuration not stated) | 12* | -15 | -8 | 4 | 14 | 95 | 5 | -11 | -2

More entries follow.
Codes – A = MC4R ag barr; B = H9c2 protect; C = CaV13 FRET inh; D = PDI inh; E = Granule exo inh; F = ABHD5 PLIN5 PPI; G = ABCB6 inh 2; H = HTR2A ag; I = MC4R antagonist; J = Glyco luc inh
CC1(C)CC(=O)C=C(Nc2ccccc2C#N)C1
  A = 0.2	B = 5	C = -2	D = 5	E = -4	F = 11	G = 93	H = 0	I = 2	J = -1
COCCCNC(=O)[C@H](Cc1c[nH]c2ccccc12)NC(=O)OCc1ccccc1
  A = -2.0	B = -7	C = -5	D = 3	E = 8	F = -7	G = 95	H = 7	I = 2	J = 0
Cc1[nH]c(=O)[nH]c(=O)c1S(=O)(=O)NCC12CC3CC(CC(C3)C1)C2
  A = -1.3	B = 3	C = -5	D = -1	E = 3	F = -3	G = 99	H = 0	I = 4	J = 1
Cc1ccc(S(=O)(=O)NN=C2CC(C)(C)OC2(C)C)cc1
  A = -1.3	B = 2	C = -5	D = 1	E = 0	F = -2	G = 98	H = -6	I = 1	J = 1
COc1ccc(CNC(=O)CCNS(=O)(=O)c2cccc3nsnc23)cc1
  A = -1.3	B = 7	C = -4	D = 7	E = 2	F = -3	G = 97	H = 3	I = 1	J = -3
CNC(=O)N(O)C1N(/N=C/c2ccccc2O)C(=S)SC1(C)C (configuration not stated)
  A = -0.4	B = 10	C = -2	D = 7	E = -1	F = 3	G = 94	H = 1	I = 0	J = 0
Cc1nn(CCC(=O)N2CCN(S(=O)(=O)c3ccccc3)CC2)c(C)c1C
  A = -2.0	B = 5	C = -6	D = -9	E = 14	F = -2	G = 101	H = 1	I = 11	J = 2
O=C(c1cccc(Cl)c1)N1CCn2c1nc1ccccc12
  A = -1.3	B = -4	C = -13	D = 1	E = -3	F = -4	G = 96	H = 2	I = -7	J = 1
O=C(NC1CCNCC1)C1CCCCC1
  A = -1.6	B = 0	C = -1	D = -3	E = -2	F = 7	G = 103	H = 7	I = 2	J = 1
Cc1cccn2cc(-c3ccc(F)cc3)cc12
  A = -0.7	B = -5	C = -7	D = -1	E = -1	F = 0	G = 106	H = -3	I = 1	J = 1
COc1ccc(N2CCN(C(=O)CC34CC5CC(CC(C5)C3)C4)CC2)c([N+](=O)[O-])c1
  A = -2.1	B = -10	C = -4	D = -2	E = 0	F = -2	G = 99	H = 5	I = -3	J = -5
Cc1ccc(S(=O)(=O)NC(C)C(=O)N2CCOCCOCCOCCOCC2)cc1 (configuration not stated)
  A = -0.6	B = 0	C = -3	D = 9	E = -5	F = 3	G = 96	H = -1	I = 10	J = 2
CC(C)(C)[C@H]1COC(=O)CCC/C=C/C[C@H](CC(=O)NCCO)C(=O)N1
  A = -0.3	B = 0	C = -8	D = -3	E = -14	F = -10	G = 97	H = 10	I = 2	J = 2
CC(C)CN1C(=O)c2ccc(C(=O)NCc3ccccn3)cc2C1=O
  A = 3.1	B = 3	C = x	D = -4	E = -3	F = 7	G = 106	H = 8	I = 4	J = 3
COc1cc(C(=O)CSc2nnc(-c3ccc(O)cc3)n2CC2CCCO2)ccc1NC(C)=O (configuration not stated)
  A = 0.3	B = 1	C = -5	D = 10	E = 2	F = -7	G = 93	H = 1	I = 23	J = 1
COC(=O)c1cc(C(=O)OCC(=O)Nc2ccc(N3CCOCC3)cc2)cc([N+](=O)[O-])c1
  A = -1.1	B = -4	C = -3	D = -20	E = -2	F = 0	G = 100	H = -3	I = -1	J = -1
COC(=O)c1ccc(CSc2ncnc3c2sc2nc(N4CCOCC4)c4c(c23)CCCC4)o1
  A = -1.1	B = 3	C = -5	D = 0	E = 22	F = 4	G = 98	H = 0	I = -6	J = -3
O=C(COc1ccc(Cl)cc1)N1N=C(c2cccs2)CC1c1ccco1 (configuration not stated)
  A = 1.1	B = -10	C = -6	D = 6	E = 0	F = 2	G = 98	H = -1	I = -1	J = -1

2 consecutive records already listed, for reference:
Codes – A = MC4R ag barr; B = H9c2 protect; C = CaV13 FRET inh; D = PDI inh; E = Granule exo inh; F = ABHD5 PLIN5 PPI; G = ABCB6 inh 2; H = HTR2A ag; I = MC4R antagonist; J = Glyco luc inh
CC1(C)CC(=O)C=C(Nc2ccccc2C#N)C1
  A = 0.2	B = 5	C = -2	D = 5	E = -4	F = 11	G = 93	H = 0	I = 2	J = -1
COCCCNC(=O)[C@H](Cc1c[nH]c2ccccc12)NC(=O)OCc1ccccc1
  A = -2.0	B = -7	C = -5	D = 3	E = 8	F = -7	G = 95	H = 7	I = 2	J = 0

Source: PubChem
